MsrA inh: bovine MsrA enzyme inhibitors, primary screen, biochemical, absorbance, HTS; purified bovine MsrA, absorbance read-out; inhibition, % at 15.5 µM; hit rate 0.75% among 360,000; AID 651718, 2012; in the data active = inhibition above about 4.5%;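 note: 0% = vehicle wells with enzyme and 100% = reference inhibitor wells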
SKN-1 inh: suppressors of acrylamide-induced Pgst-4::GFP reporter in worms, primary screen, SKN-1 inhibitor project, whole organism, uHTS, GFP/RFP fluorescence ratio, strain VP596; C. elegans VP596 Pgst-4::GFP/RFP ratio, 24 h; inhibition, % at 21.8 µM; hit rate 0.49% among 360,000; AID 624304, 2012;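 active = interference check ratio from 0.5 to 1.5 plus GFP to RFP signal ratio inhibition reaching or exceeding a fixed threshold, cut at about 30% in these data, passing the limit was not always enough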; note: some compounds called inactive have numbers as strong as hits
FAS TE block: FAS thioesterase domain inhibitors, primary screen, biochemical, fluorescence intensity, uHTS; Fatty acid synthase (Homo sapiens), P49327; recombinant FAS-TE, OMFH fluorogenic substrate, fluorescence endpoint; inhibition, % at 15 µM; hit rate 0.67% among 360,000;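 active = compounds whose normalised, plate-corrected inhibition of enzyme fluorescence in the single-dose primary screen is 50% or more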;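 note: 0% = DMSO with enzyme and 100% = substrate without enzyme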
Target sequence (P49327 whole entry, looked up, the tested form may be a part): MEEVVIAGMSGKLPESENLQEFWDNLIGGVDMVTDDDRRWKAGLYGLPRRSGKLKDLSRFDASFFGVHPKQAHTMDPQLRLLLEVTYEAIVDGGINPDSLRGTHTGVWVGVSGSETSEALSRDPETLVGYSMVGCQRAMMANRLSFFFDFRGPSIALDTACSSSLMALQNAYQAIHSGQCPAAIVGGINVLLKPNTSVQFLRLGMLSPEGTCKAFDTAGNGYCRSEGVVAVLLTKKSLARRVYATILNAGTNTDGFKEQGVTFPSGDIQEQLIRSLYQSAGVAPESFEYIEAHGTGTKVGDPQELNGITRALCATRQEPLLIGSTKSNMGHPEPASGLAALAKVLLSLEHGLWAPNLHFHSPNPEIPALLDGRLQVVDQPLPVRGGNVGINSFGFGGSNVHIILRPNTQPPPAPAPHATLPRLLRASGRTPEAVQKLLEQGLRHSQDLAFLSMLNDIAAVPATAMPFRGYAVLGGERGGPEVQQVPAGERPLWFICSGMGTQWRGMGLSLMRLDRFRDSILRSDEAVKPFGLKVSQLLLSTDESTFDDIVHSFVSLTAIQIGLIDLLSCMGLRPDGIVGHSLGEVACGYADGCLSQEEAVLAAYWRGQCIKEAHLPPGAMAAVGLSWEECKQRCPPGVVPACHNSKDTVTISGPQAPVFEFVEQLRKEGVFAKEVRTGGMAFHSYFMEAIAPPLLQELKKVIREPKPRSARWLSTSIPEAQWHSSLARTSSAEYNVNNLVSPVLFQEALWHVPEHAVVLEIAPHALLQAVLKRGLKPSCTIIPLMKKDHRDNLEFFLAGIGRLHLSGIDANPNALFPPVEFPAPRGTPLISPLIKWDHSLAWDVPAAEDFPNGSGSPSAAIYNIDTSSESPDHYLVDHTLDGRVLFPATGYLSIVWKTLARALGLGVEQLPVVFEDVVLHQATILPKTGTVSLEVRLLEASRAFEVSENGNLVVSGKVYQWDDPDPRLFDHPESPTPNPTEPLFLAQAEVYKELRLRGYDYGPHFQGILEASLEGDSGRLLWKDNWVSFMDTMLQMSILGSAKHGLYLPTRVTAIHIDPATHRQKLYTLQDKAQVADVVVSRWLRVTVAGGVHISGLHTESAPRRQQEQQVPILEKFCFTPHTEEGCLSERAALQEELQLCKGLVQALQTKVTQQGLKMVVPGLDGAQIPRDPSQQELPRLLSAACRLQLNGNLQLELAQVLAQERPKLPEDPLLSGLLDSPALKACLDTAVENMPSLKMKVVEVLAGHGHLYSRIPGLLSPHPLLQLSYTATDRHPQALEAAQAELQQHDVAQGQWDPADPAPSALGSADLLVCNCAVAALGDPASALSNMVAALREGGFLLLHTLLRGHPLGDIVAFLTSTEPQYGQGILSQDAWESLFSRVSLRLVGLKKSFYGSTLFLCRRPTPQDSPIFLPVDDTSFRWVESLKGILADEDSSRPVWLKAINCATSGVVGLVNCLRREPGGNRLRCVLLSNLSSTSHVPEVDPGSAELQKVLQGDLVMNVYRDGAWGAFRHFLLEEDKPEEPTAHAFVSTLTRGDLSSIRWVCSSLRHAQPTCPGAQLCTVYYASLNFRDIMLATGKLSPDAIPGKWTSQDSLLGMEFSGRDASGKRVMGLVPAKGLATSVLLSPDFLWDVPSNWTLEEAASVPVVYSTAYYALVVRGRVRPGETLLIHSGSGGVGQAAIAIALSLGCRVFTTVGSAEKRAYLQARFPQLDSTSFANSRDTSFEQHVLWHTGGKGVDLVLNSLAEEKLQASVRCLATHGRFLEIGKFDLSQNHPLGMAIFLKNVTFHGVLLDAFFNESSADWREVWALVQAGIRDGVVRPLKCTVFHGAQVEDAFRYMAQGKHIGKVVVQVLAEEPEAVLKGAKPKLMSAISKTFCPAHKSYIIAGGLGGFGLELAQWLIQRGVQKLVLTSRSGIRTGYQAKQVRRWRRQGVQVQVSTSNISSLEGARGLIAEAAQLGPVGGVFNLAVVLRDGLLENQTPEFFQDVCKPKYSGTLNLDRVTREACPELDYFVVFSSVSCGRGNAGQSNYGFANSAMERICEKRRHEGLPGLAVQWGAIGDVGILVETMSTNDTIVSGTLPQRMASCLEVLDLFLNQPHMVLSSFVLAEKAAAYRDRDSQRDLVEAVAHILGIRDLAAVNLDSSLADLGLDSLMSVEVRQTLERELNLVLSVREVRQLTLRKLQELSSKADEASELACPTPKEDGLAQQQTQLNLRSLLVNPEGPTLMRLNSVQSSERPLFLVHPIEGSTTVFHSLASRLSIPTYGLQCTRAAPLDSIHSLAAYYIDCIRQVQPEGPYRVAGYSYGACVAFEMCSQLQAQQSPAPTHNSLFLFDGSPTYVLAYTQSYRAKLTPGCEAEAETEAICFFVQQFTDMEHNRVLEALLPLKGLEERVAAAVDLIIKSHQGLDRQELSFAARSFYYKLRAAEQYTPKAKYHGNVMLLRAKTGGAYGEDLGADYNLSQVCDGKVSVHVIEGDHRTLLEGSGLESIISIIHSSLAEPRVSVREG
MLLE-PAM2 inh: inhibitors of PABP1 MLLE–PAM2 peptide binding, primary screen, biochemical, fluorescence polarization, FITC-PAM2, GST-MLLE. Polyadenylate-binding protein 1 (Homo sapiens), P11940. inhibition, % at 20 µM. hit rate 0.36% among 360,000; in the data active = inhibition above about 35%, passing the limit was not always enough;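 note: plate controls were DMSO wells with GST-MLLE for no effect and wells lacking GST-MLLE protein for full effect; some results filed as inactive read as strong as hits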
CendR NRP1 mod: modulators of CendR peptide binding to NRP-1, primary screen, biochemical, fluorescence polarization, uHTS; inhibition, % at 25 µM; Neuropilin-1 (Homo sapiens), O14786; hit rate 0.85% among 360,000; FAM-RPARPAR peptide binding to NRP-1;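 active = inhibition or corrected inhibition above about 18%, plus a signal ratio from 0.5 to 1.5, limit read from the data, passing the limit was not always enough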; note: strong numbers were not always called active
TbMetRS inhib: T. brucei MetRS inhibitors, primary screen, biochemical, luminescence. methionyl-tRNA synthetase (Trypanosoma brucei brucei). purified T. brucei MetRS, ATP depletion, Kinase-Glo luminescence. inhibition, % at 11.9 µM. hit rate 0.4% among 360,000;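 active = inhibition above a per-plate cutoff of the control wells' mean inhibition plus 3 SD, cut at about 5.5% in these data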;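 note: 0% = DMSO wells median and 100% = median of wells with control inhibitor compound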
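System: purified T. brucei MetRS enzyme / Detection: Kinase-Glo luciferase luminescence reporting remaining unconsumed ATP / Medium: HEPES buffer with MgCl2, KCl, DTT, spermine, BSA, pyrophosphatase / Replication: singlicate, one well per compound / Evaluation: percent inhibition relative to median high and low control wells / Schedule: 2 h aminoacylation at 25 °C after 15 min preincubation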
MT1-MMP act inh: blockers of MT1-MMP proenzyme processing, primary screen, HT1080 RFP-PRO-GFP cells, GFP/RFP fluorescence. Matrix metalloproteinase-14 (Homo sapiens), P50281. GFP/RFP ratio change, % at 20 µM. GFP/RFP ratio fluorescence, overnight; percent of plate control window, DMSO zero. AID 651647, 2012. hit rate 0.061% among 360,000;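 active = GFP/RFP ratio change of at least 30% with cell ATP level not reduced by more than half and red fluorescence within 50% of control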; note: strong numbers were not always called active
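Assay system: RFP-PRO-GFP reporter HT1080 cells; read-out basis: GFP/RFP fluorescence ratio; benchmarks: DMSO wells and RFP-L50D-GFP cells; doses: 20 µM single dose, 1% DMSO; schedule: overnight cell settling, then overnight compound exposure, 37 °C, 5% CO2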
E coli Lon inh: inhibitors of E. coli Lon protease, primary screen, biochemical, fluorescence polarization. hit rate 0.42% among 360,000. P0A9M0. inhibition, % at 7.94 µM. purified E. coli Lon protease; in the data active = inhibition above about 13%, passing the limit was not always enough;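 note: 0% = enzyme with probe and DMSO and 100% = no enzyme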
MsrA act: bovine MsrA enzyme activators, primary screen, biochemical, absorbance, HTS; hit rate 0.3% among 360,000; AID 602163, 2012; purified bovine MsrA, absorbance read-out; activation, % at 10.6 µM; Methionine sulfoxide reductase A (Bos taurus); in the data active = activation above about 7.5%;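 note: 0% = vehicle and 100% = reference activator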
Numbers without * were called inactive; / = no result given.

[1] COc1ccccc1C(=O)Nc1ccc(S(=O)(=O)Nc2cnc3ccccc3n2)cc1
[2] CC1(C)Cc2ccccc2-c2nc(-c3ccccc3)oc(=O)c21
[3] Cc1cc(C(=O)OCC(=O)NCc2ccco2)c(C)o1
[4] CC1(C)CC2(CCCN(CC(O)(c3ccccc3)c3ccccc3)C2)CCO1 (centres undefined)
[5] Cc1cccc(NC2=CC(=O)CC(C)(C)C2)c1C
[6] COc1cc(CO)cc(-c2cc(CO)cc(OC)c2OC)c1OC
[7] Cc1ccn(CC(=O)N2N=C(C(F)F)CC2(O)C(F)F)n1 (centres undefined)
[8] Cc1ccc(OCC(=O)N2CCCCC2C)c([N+](=O)[O-])n1 (centres undefined)

screen / no. | 1 | 2 | 3 | 4 | 5 | 6 | 7 | 8
MsrA inh | 0.7 | -0.1 | -0.8 | 0.5 | 1.2 | 0.1 | 1.7 | 0.8
SKN-1 inh | -10.0 | 0.0 | -1.8 | -5.4 | -10.0 | -5.8 | -0.1 | 0.2
FAS TE block | -2.4 | 24.7 | 4.7 | 19.0 | -6.3 | -5.7 | -8.0 | -6.4
MLLE-PAM2 inh | -5.6 | 1.8 | -1.6 | 9.6 | 9.1 | 7.2 | 3.6 | 4.5
CendR NRP1 mod | -13.3 | -10.2 | -1.1 | -4.1 | -1.9 | -1.5 | -2.1 | 3.2
TbMetRS inhib | 0.6 | -0.9 | -1.6 | 0.0 | -0.7 | 0.4 | 0.3 | -0.2
MT1-MMP act inh | 2.5 | -3.0 | -4.1 | 0.6 | 4.5 | 6.5 | -2.5 | -0.9
E coli Lon inh | -2.6 | -5.2 | -15.9 | -3.2 | -1.6 | -10.2 | -5.9 | -0.2
MsrA act | -0.7 | -2.4 | -9.8 | -1.3 | -10.4 | -2.0 | -2.6 | -2.4

4 records picked at random from the list so far, as already listed:
[6] COc1cc(CO)cc(-c2cc(CO)cc(OC)c2OC)c1OC
[1] COc1ccccc1C(=O)Nc1ccc(S(=O)(=O)Nc2cnc3ccccc3n2)cc1
[3] Cc1cc(C(=O)OCC(=O)NCc2ccco2)c(C)o1
[5] Cc1cccc(NC2=CC(=O)CC(C)(C)C2)c1C

screen / no. | 6 | 1 | 3 | 5
MsrA inh | 0.1 | 0.7 | -0.8 | 1.2
SKN-1 inh | -5.8 | -10.0 | -1.8 | -10.0
FAS TE block | -5.7 | -2.4 | 4.7 | -6.3
MLLE-PAM2 inh | 7.2 | -5.6 | -1.6 | 9.1
CendR NRP1 mod | -1.5 | -13.3 | -1.1 | -1.9
TbMetRS inhib | 0.4 | 0.6 | -1.6 | -0.7
MT1-MMP act inh | 6.5 | 2.5 | -4.1 | 4.5
E coli Lon inh | -10.2 | -2.6 | -15.9 | -1.6
MsrA act | -2.0 | -0.7 | -9.8 | -10.4

Remaining list, next part:
[9] O=C(NCc1ccccc1Cl)[C@@H]1CCCN1S(=O)(=O)c1ccc(Cl)cc1
[10] COc1ccc(C2NC(=O)c3ccccc3O2)c(OC)c1OC (centres undefined)
[11] Cc1cc2oc(C(=O)N(Cc3ccc(N(C)C)cc3)CC3CCCO3)c(C)c2cc1C (centres undefined)
[12] Cc1nc2nc(C)c(CCC(=O)N3CCOCC3)c(C)n2n1
[13] Cc1ccc(C(=O)CCC(=O)N(C)CC(=O)Nc2ccccc2Br)cc1
[14] CSc1ccc(CCNC(=O)CCc2nnc3ccc(NCCCN4CCCC4=O)nn23)cc1
[15] Cc1ccc(CN(C)C(=O)C2CCC(=O)N(CC3CCCCC3)C2)o1 (centres undefined)
[16] COc1cc(C2C(C#N)=C(N)N(c3cccnc3)C3=C2C(=O)CC(C)(C)C3)ccc1O (centres undefined)

screen / no. | 9 | 10 | 11 | 12 | 13 | 14 | 15 | 16
MsrA inh | 0.2 | 1.3 | 1.5 | 0.2 | 0.4 | -0.6 | -0.7 | 0.7
SKN-1 inh | 5.7 | 12.5 | 6.8 | 9.3 | 9.7 | 5.5 | -1.7 | 1.2
FAS TE block | 13.7 | -7.4 | 20.3 | -2.4 | -0.4 | -3.9 | -3.1 | -6.1
MLLE-PAM2 inh | -0.8 | -8.9 | 3.2 | -7.6 | 3.0 | -3.2 | 5.1 | 9.1
CendR NRP1 mod | -0.3 | 6.3 | 7.5 | 6.6 | 7.6 | -8.0 | 9.7 | -3.3
TbMetRS inhib | -0.3 | 0.3 | 0.3 | -0.7 | -0.2 | -0.9 | -0.3 | -0.6
MT1-MMP act inh | 4.1 | 1.4 | -6.6 | 7.0 | -4.3 | 1.1 | -0.8 | -1.7
E coli Lon inh | 7.6 | -0.6 | -17.8 | 4.1 | 4.6 | -6.5 | -12.9 | 0.6
MsrA act | -10.2 | -2.9 | -1.3 | -6.6 | 1.6 | 1.2 | -2.1 | -4.1

[17] CN(C)c1nnnn1-c1ccc(Oc2ncc(C(F)(F)F)cc2Cl)cc1
[18] CC1CN=C(Nc2cccc(S(=O)(=O)N(C)C)c2)S1 (centres undefined)
[19] CC(C)CN(C(=O)CSc1nc2ccccc2[nH]1)C1CCS(=O)(=O)C1 (centres undefined)
[20] COc1ccc(NC(=O)Cc2nnc(SCC(=O)NC3CCCC3)n2C)cc1
[21] CN1CCN(c2ccc(S(=O)(=O)N3CCCCC3)cc2NC(=O)COc2ccc([N+](=O)[O-])cc2)CC1
[22] O=C(NCCCN=C1NS(=O)(=O)c2ccccc21)c1ccco1
[23] COc1ccccc1C(=O)N1CCNC(=O)C1CC(=O)Nc1ccc(Cl)cc1 (centres undefined)
[24] O=S(=O)(O)c1nc2ccccc2n1Cc1ccccc1

screen / no. | 17 | 18 | 19 | 20 | 21 | 22 | 23 | 24
MsrA inh | -0.7 | -0.7 | 0.6 | 0.2 | -0.1 | -1.1 | -0.9 | 0.0
SKN-1 inh | 9.1 | -6.6 | 6.9 | 20.8 | -5.1 | -4.0 | -17.5 | 4.9
FAS TE block | 1.4 | -1.6 | -4.8 | -4.6 | 9.4 | -8.1 | -7.4 | -11.6
MLLE-PAM2 inh | 5.2 | 17.7 | -2.2 | -5.3 | -51.0 | 5.1 | 0.2 | -23.6
CendR NRP1 mod | -1.1 | -7.0 | 17.0 | 5.2 | 13.0 | 4.4 | 5.5 | -9.0
TbMetRS inhib | -1.2 | -0.4 | 1.0 | 0.2 | -0.5 | -0.1 | -1.0 | 0.0
MT1-MMP act inh | 5.2 | -3.3 | 5.5 | 2.1 | -0.7 | 6.5 | -0.9 | -1.5
E coli Lon inh | -3.2 | 2.3 | -5.3 | -6.4 | 2.8 | 2.2 | -7.5 | -7.5
MsrA act | -6.1 | -1.4 | -2.4 | -0.7 | -2.6 | -1.8 | -3.1 | -3.8

[25] O=C(NCCCCc1ccccc1)C1CC(c2ccc([N+](=O)[O-])cc2)=NO1 (centres undefined)
[26] CC(=O)Nc1ccc(C(=O)OCC(=O)NC(=O)NCc2ccccc2)cc1
[27] Cc1cc(NC(=O)CC2CCCC2)ccc1Br
[28] Cc1ccc(/C(O)=C2\C(=O)C(=O)N(C)C2c2ccc(Br)cc2)cc1 (centres undefined)
[29] CCOC(=O)C1CCCN(CCC(=O)Nc2ccccc2)C1 (centres undefined)
[30] Cc1cnc(C(=O)Nc2ccc(C)c(S(=O)(=O)N3CCCCCC3)c2)cn1
[31] Cc1ccc(-n2nc3c(=O)n(CCCC(=O)NCc4ccc(Cl)cc4)nc(C)c3c2C)cc1
[32] O=C(CCS(=O)(=O)c1ccccc1)Nc1nc(-c2cccs2)cs1

screen / no. | 25 | 26 | 27 | 28 | 29 | 30 | 31 | 32
MsrA inh | -1.6 | 0.0 | 0.1 | 1.5 | 1.4 | -0.5 | 0.5 | 0.3
SKN-1 inh | 6.8 | -0.5 | 17.5 | -4.8 | 5.1 | -8.1 | -2.2 | 11.4
FAS TE block | 54.2* | -4.0 | 13.1 | 1.7 | -8.8 | 3.0 | 7.9 | 9.3
MLLE-PAM2 inh | 2.0 | -14.9 | 16.8 | 2.2 | 4.8 | -2.1 | 1.9 | 8.0
CendR NRP1 mod | 14.2 | 4.1 | 6.9 | 3.7 | -1.6 | -6.1 | 3.8 | -3.6
TbMetRS inhib | -0.3 | -0.2 | 0.2 | -1.0 | -0.2 | -0.3 | 0.2 | -0.4
MT1-MMP act inh | -2.5 | -0.9 | -1.3 | -1.1 | -0.1 | 5.0 | 3.7 | -6.5
E coli Lon inh | 15.0 | -8.2 | -4.3 | -4.5 | 5.3 | -6.7 | -5.7 | 6.9
MsrA act | -4.4 | 1.4 | -0.5 | -5.3 | 3.5 | 1.5 | -0.5 | -1.0

[33] CCOC(=O)[C@@H]1[C@H]2COc3ccc(Br)cc3[C@@H]2N2C(=O)N(c3cccc(Cl)c3)C(=O)[C@@]12C
[34] O=C(NCCc1ccccc1)c1cc(=O)c2ccccc2o1
[35] CCc1cccc(CC)c1NC(=S)NCC(c1cccnc1)N(C)C (centres undefined)
[36] CCOc1ccccc1-n1c(=S)sc2c(=O)n(-c3ccc(F)cc3)c(SCC(=O)O)nc21
[37] CC(C)NCC(O)COc1cccc2[nH]ccc12 (centres undefined)
[38] COc1ccc(Cc2nnc(NCCO)[nH]c2=O)cc1OC
[39] CC(C)CCN1C(=O)c2ccc(C(=O)Nc3ccccc3C(=O)O)cc2C1=O
[40] COc1nc(NCc2ccco2)nc(N2CCC(C)CC2)n1
[41] COc1ccc2[nH]c(=O)c(CN(CCc3ccccc3)C(C)=O)cc2c1
[42] Cc1oc(-c2ccccc2F)nc1CS(=O)(=O)CC(=O)NCCCc1ccccc1

screen / no. | 33 | 34 | 35 | 36 | 37 | 38 | 39 | 40 | 41 | 42
MsrA inh | -0.5 | -1.4 | -0.1 | 5.6* | / | -0.4 | -1.3 | -0.6 | 0.1 | -0.8
SKN-1 inh | -38.5 | 3.6 | -3.8 | 3.8 | -2.3 | 1.3 | 2.3 | -24.9 | -26.7 | 8.0
FAS TE block | 73.3* | 4.9 | -11.9 | -2.0 | 1.1 | -1.3 | -52.4 | 1.6 | -6.4 | -2.5
MLLE-PAM2 inh | -2.5 | -3.9 | 6.3 | 2.2 | -2.4 | -2.1 | 24.1 | -2.7 | 4.2 | 8.8
CendR NRP1 mod | 11.1 | -21.1 | -8.6 | 14.0 | -3.3 | -1.7 | -6.8 | 8.7 | 5.1 | 0.8
TbMetRS inhib | -0.3 | -0.2 | -0.3 | -0.4 | -0.5 | -0.2 | 0.4 | -1.3 | -0.5 | -0.4
MT1-MMP act inh | -7.8 | -2.6 | 0.7 | -6.7 | 4.5 | 2.4 | 1.2 | 1.4 | -0.4 | 4.8
E coli Lon inh | 1.0 | -7.1 | -5.4 | -0.6 | 8.7 | -4.2 | -7.0 | -7.6 | -7.9 | -6.0
MsrA act | -3.2 | -3.2 | 0.5 | -3.0 | -0.4 | -3.5 | -3.1 | -13.0 | -1.6 | -1.3

High-throughput results: PubChem BioAssay, several laboratories
